# ABCB1 inh – ABCB1 efflux pump inhibitors, primary screen, cell-based, multiplex, flow cytometry, ABCG2 counter-screen; AID 1326, 2008; ATP-dependent translocase ABCB1 (Homo sapiens), P08183; CCRF-Adr cells, JC-1 efflux; 190,000 tested, 0.067% active; inhibition, % at 6.6 µM; in the data active = inhibition above about 40%;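 also: 0% = vehicle and 100% = reference inhibitor; higher value means more JC-1 retained so stronger ABCB1 efflux block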
# RGS4-Gao reg – modulators of RGS4 binding to Galphao, primary screen, biochemical, multiplexed bead flow cytometry; actives lie on both sides; Guanine nucleotide-binding protein G(o) subunit alpha (Homo sapiens), P09471; binding response (% of control), % at 10 µM; 220,000 tested, 0.33% active; in the data active = binding response below about 49% or above about 150%; inactive = in between;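 also: fluorescent Galphao activated with aluminum fluoride binding bead-coupled RGS4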
# Target sequence (P09471 whole entry, looked up): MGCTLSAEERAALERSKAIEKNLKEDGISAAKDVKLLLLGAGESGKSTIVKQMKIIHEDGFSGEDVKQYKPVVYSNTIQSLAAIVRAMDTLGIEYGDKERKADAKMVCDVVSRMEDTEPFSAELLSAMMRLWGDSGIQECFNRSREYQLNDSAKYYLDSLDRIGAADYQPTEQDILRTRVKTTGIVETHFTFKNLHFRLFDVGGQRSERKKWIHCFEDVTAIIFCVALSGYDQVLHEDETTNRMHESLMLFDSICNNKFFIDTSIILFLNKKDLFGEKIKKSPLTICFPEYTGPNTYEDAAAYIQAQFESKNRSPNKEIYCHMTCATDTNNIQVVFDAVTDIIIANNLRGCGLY
# Bim-Bfl-1 – inhibitors of Bim binding to Bfl-1, primary screen, biochemical, multiplexed, bead-based flow cytometry; Bcl-2-related protein A1 (Homo sapiens), Q16548; Bim-Bfl-1 binding inhibition; inhibition, % at 10 µM; 190,000 tested, 0.12% active; AID 1008, 2008;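 also: 0% = wells without compound plus tracer and 100% = blocker peptide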
# ABCG2 block – ABCG2 efflux pump inhibitors, primary screen, multiplex with ABCB1, IgMXP3 cells, flow cytometry. JC-1 efflux. inhibition, % at 6.6 µM. 190,000 tested, 0.1% active. AID 1325, 2008;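 active = inhibition above 80%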;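 also: 0% = DMSO and 100% = nicardipine control wells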
#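 Test system: IgMXP3 cells (ABCG2) mixed with DDAO far-red-labelled CCRF-Adr cells (ABCB1). Reagent: JC-1 transporter substrate. Compound dosing: single test compound dose, 6.6 µM final. Times: 10 min compound exposure, 25 °C. Detection: flow cytometry of retained JC-1 fluorescence. Read-out basis: efflux inhibition in percent versus controls. Controls: nicardipine and DMSO wells.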
# RGS8-Gao reg – RGS8-Galphao binding modulators, primary screen, biochemical, multiplexed bead flow cytometry; Guanine nucleotide-binding protein G(o) subunit alpha (Homo sapiens), P09471; actives lie on both sides; response (percent of control binding), % at 10 µM; 220,000 tested, 0.34% active; AID 1423, 2008; in the data active = response below about 60% or above about 140%; inactive = in between;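 also: Galphao activated as the GDP aluminium fluoride complex binding bead-coupled RGS8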
# Bim-Mcl-1 – inhibitors of Bim peptide binding to Mcl-1, primary screen, biochemical, bead-based flow cytometry, multiplex | Induced myeloid leukemia cell differentiation protein Mcl-1 (Homo sapiens), Q07820 | Bim peptide-Mcl-1 binding | 190,000 tested, 0.1% active | inhibition, % at 10 µM | AID 1009, 2008;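 also: 0% = no compound tracer wells and 100% = peptide blocker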
# Target sequence (Q07820 whole entry, looked up): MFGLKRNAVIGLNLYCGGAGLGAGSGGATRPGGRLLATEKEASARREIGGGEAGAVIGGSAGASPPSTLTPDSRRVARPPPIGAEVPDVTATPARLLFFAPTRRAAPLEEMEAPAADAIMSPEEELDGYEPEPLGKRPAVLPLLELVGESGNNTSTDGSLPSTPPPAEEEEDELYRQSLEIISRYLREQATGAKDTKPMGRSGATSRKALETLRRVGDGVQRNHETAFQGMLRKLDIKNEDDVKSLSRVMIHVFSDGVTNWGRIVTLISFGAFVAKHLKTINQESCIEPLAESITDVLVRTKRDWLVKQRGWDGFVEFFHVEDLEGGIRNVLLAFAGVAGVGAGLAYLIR
# Bim-Bcl-W – inhibitors of Bim binding to Bcl-W, primary screen, biochemical, multiplexed, bead-based flow cytometry | 190,000 tested, 0.02% active | Bcl-2-like protein 2 (Homo sapiens), Q92843 | inhibition, % at 10 µM | Bim peptide-Bcl-W binding | AID 952, 2007;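 also: 0% = bound tracer without compound and 100% = peptide blocker; higher means less fluorescent Bim peptide bound to Bcl-W beads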
# Bcl-XL Bim block – inhibitors of Bim-Bcl-XL binding, primary screen, biochemical, multiplexed, bead flow cytometry, human Bcl-XL; Bcl-2-like protein 1 (Homo sapiens), Q07817; Bim peptide-Bcl-XL binding, fluorescence; inhibition, % at 10 µM; 190,000 tested, 0.04% active; AID 1007, 2008
# Bim-Bcl-B – inhibitors of Bim-Bcl-B binding, primary screen, biochemical, multiplexed, human Bcl-2 family; bead-based flow cytometry, Bim peptide-Bcl-B binding; inhibition, % at 10 µM; 190,000 tested, 0.073% active;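 also: 0% = tracer peptide without compound and 100% = reference inhibitor peptide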
# Bim-Bcl-2 – inhibitors of Bim-Bcl-2 binding, primary screen, biochemical, multiplexed, human Bcl-2 family | Apoptosis regulator Bcl-2 (Homo sapiens), P10415 | Bead-based flow cytometry, Bim peptide-Bcl-2 binding | inhibition, % at 10 µM | 190,000 tested, 0.06% active | AID 950, 2007; in the data active = inhibition above about 40%; inconclusive = no clear call, values can overlap the other calls;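 also: 0% = no compound wells with probe peptide and 100% = reference peptide inhibitor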
# Target sequence (P10415 whole entry, looked up): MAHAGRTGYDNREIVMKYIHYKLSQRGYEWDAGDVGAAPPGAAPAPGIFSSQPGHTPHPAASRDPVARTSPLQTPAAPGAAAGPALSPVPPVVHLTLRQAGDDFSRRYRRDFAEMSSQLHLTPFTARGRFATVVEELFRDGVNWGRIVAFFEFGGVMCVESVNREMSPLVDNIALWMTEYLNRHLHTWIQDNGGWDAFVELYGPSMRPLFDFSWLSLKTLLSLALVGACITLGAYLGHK
# RGS7-Gao reg – RGS7-Galphao binding modulators, primary screen, biochemical, multiplexed bead flow cytometry; actives lie on both sides; binding response (% of control), % at 10 µM; 220,000 tested, 0.35% active; AID 1439, 2008; in the data active = binding response below about 49% or above about 150%; inconclusive = no clear call, values can overlap the other calls; inactive = in between;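 also: fluorescent Galphao held in activated GDP-AlF4 state binding bead-coupled RGS7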
# * hit, by the source's call; ? = inconclusive; / = not tested or not shown. Rule as the data show it, unless noted: active = inhibition above about 40%.
# Each structure is followed by: ABCB1 inh	RGS4-Gao reg	Bim-Bfl-1	ABCG2 block	RGS8-Gao reg	Bim-Mcl-1	Bim-Bcl-W	Bcl-XL Bim block	Bim-Bcl-B	Bim-Bcl-2	RGS7-Gao reg
- NS(=O)(=O)c1ccc(CCNC(=O)C2CCCN(S(=O)(=O)c3cccnc3)C2)cc1 (stereo not drawn)
 : -1.6	98	-10	-2	101	-1	1	-3	-3	-7	99
- COC(=O)CNC(=O)COC(=O)c1cc(Cl)cc(Cl)c1N
 : 0.3	100	-11	17	98	-4	-3	-11	-4	-9	102
- Nc1cc(N)nc(SCc2nnnn2-c2ccc(Cl)cc2)n1
 : -0.4	95	1	-2	100	0	1	0	-2	1	96
- CCOc1cc(NS(=O)(=O)c2ccc(OC)cc2)c(OCC)cc1NC(C)=O
 : 0.6	107	-2	1	105	1	0	0	0	0	102
- COc1ccc(-n2ncc3c(N4CCc5ccccc54)ncnc32)cc1
 : 0.3	100	-16	1	100	-5	-2	0	-10	-13	98
- COc1ccc(/C=N/n2c(N)nc3ccccc32)cc1OC
 : -1.2	108	-2	15	115	-5	-3	0	-2	0	98
- C=CCNC(=S)Nc1ccc2nc(C)c(C)nc2c1
 : 0.3	98	-9	4	100	-9	-7	-10	-7	-4	99
- O=C(CN(Cc1ccccc1)C(=O)c1cccc([N+](=O)[O-])c1)Nc1c(Cl)cc(Cl)cc1Cl
 : 2.2	101	-1	5	100	-3	-3	-6	-7	3	101
- CCCN1C(=O)c2ccccc2NC1c1ccc(C)cc1 (stereo not drawn)
 : 1.9	102	-3	5	99	1	-2	-2	-1	-5	97
- COc1nc(OCC#N)nc(N(C)C)n1
 : 0.3	99	-11	4	102	2	1	-3	-8	-6	101
- Cc1cc(OCCOCCN2CCCC2)ccc1C(C)C
 : 0.1	102	-10	4	104	0	4	-1	-2	-5	97
- O=C(Cn1nnc(-c2ccc(N3CCOCC3)cc2)n1)OC1CCCCC1
 : 0.6	94	-2	3	100	0	-1	-1	0	-3	99
- COc1ccc(C(=O)c2c[nH]c(C(=O)N=CN(C)C)c2)cc1
 : -1.2	100	3	-2	100	1	1	-2	1	2	?
- COc1ccc(C(=O)c2cc3c(cc2[N+](=O)[O-])OCCO3)cc1
 : 0.6	109	-7	1	108	-1	0	0	-3	-7	112
- COC(=O)c1cccc(NC(=O)c2ccc3c(c2)C(=O)N(CC2CCCO2)C3=O)c1 (stereo not drawn)
 : 0.7	103	-8	6	103	-1	3	-1	-3	-11	101

# Each structure is followed by: ABCB1 inh	RGS4-Gao reg	Bim-Bfl-1	ABCG2 block	RGS8-Gao reg	Bim-Mcl-1	Bim-Bcl-W	Bcl-XL Bim block	Bim-Bcl-B	Bim-Bcl-2	RGS7-Gao reg
- CC(=O)N(C)c1ccc(NS(=O)(=O)c2cc(Cl)ccc2Cl)cc1
 : 0.2	102	0	0	96	0	0	-1	-1	-4	98
- C/C(N)=C(/C#N)C(=O)CSc1nnnn1-c1ccccc1
 : 0.2	104	0	1	102	-2	0	0	-1	-2	96
- CCCCn1c(CN2C(=O)c3ccccc3C2=O)nc2ccccc2c1=O
 : 2.6	96	-13	14	98	0	-2	-5	-10	-2	93
- O=C(OCC(=O)N1CCCC1=O)C1COc2ccccc2O1 (stereo not drawn)
 : 0.9	100	-4	5	100	0	-2	-2	-3	-5	?
- Cc1cc(S(=O)(=O)NCc2cccnc2)ccc1-n1cnnn1
 : 0.2	94	1	1	100	-2	-2	-2	-1	0	102
- CCC(C)NCCOc1cccc(Br)c1 (stereo not drawn)
 : 2.5	102	1	13	116	0	2	1	7	0	104
- CC1CC(=O)C(C2c3ccccc3CCN2C(=O)CCl)C(=O)C1 (stereo not drawn)
 : -0.1	99	-12	-1	100	-4	-4	-9	-9	-9	106
- O=S(=O)(N1CCCCCC1)N1CCN(S(=O)(=O)N2CCCCC2)CC1
 : -0.1	100	-3	0	100	-1	0	2	-2	-5	102
- Cc1cccc2sc(NNC(=O)c3cc(=O)c4ccccc4o3)nc12
 : -1.6	78	3	-3	106	-5	-4	-5	-1	-2	89
- C=CCSc1nnc(-c2cc3c(s2)-c2ccccc2CC3)o1
 : -2.6	105	-10	-2	104	-1	-4	-9	-11	-6	98
- COC(=O)Cn1c(=NC(=O)CSC(C)=O)sc2ccccc21
 : 0.5	101	-11	1	101	-1	0	-6	-8	-10	99
- Cc1cc(=O)oc(C)c1C(=O)NCc1cccnc1
 : 0.6	100	-1	3	105	-4	-3	-5	-1	-2	101
- CC1(O)N(CCC(=O)Nc2cccc(F)c2)C(=O)OC12CCCCC2 (stereo not drawn)
 : -0.6	80	-7	5	87	-3	-1	2	-7	-3	72
- Cc1ccccc1NC(=O)CN1C(=O)NC2(CCCCC2)C1=O
 : 0.1	/	-5	1	/	-1	8	4	-6	-7	/
- O=C1c2ccsc2SCCN1Cc1ccc(Cl)cc1Cl
 : 0.4	99	1	0	100	-2	-2	-2	-1	-6	96

# Each structure is followed by: ABCB1 inh	RGS4-Gao reg	Bim-Bfl-1	ABCG2 block	RGS8-Gao reg	Bim-Mcl-1	Bim-Bcl-W	Bcl-XL Bim block	Bim-Bcl-B	Bim-Bcl-2	RGS7-Gao reg
- CN(c1ccccc1)S(=O)(=O)c1cccc(C(=O)N2CCN(c3ccccn3)CC2)c1
 : 0.2	92	2	0	92	-1	-1	-15	0	2	91
- CCCCOC(=O)c1cccc(NC(=O)CC)c1
 : 0.0	101	-6	2	102	-3	-5	-4	-9	-7	99
- Cc1cc([N+](=O)[O-])ccc1NC(=O)/C=C/c1cccs1
 : 0.5	100	-12	47	103	-9	-7	-10	-9	-8	100
- CCC(=O)OCC(=O)Nc1cc([N+](=O)[O-])ccc1OC
 : 1.1	98	-5	16	101	-1	0	-1	-5	-3	98
- O=c1[nH]c2cc3c(cc2cc1CN(Cc1cccnc1)C(=S)NCc1ccco1)OCO3
 : 0.6	99	3	3	98	-1	0	-4	-11	-1	96
- COCCCNC(=O)C1CCN(c2ncccn2)CC1
 : -0.8	93	-13	2	96	-5	2	3	-5	-11	89
- Cc1cccc(/C=N/n2c(C)cc(C)c(C#N)c2=O)c1
 : -0.4	96	3	0	99	0	-2	-2	-3	-10	96
- N#CC1=C(N)Oc2n[nH]c(-c3cccs3)c2C1C1CCCCC1 (stereo not drawn)
 : 0.4	103	-17	3	105	-3	-1	-4	-14	-18	108
- COc1ccc(Cn2c(C)ccc2C)cc1
 : 1.1	88	-7	4	99	-2	0	-7	-10	-2	98
- Cn1c(N=Nc2ccc(N3CCOCC3)cc2)[n+](C)c2ccccc21
 : 1.1	102	-1	8	102	0	0	-2	-1	1	103
- O=C1Cc2ccccc2C(=O)N1OCc1ccc(Cl)cc1
 : -1.1	102	-5	-2	106	0	0	-4	-2	0	105
- Cc1ccc(S(=O)(=O)N2CCC(C(=O)NCCCOC(C)C)CC2)cc1
 : 1.1	106	0	3	105	0	1	0	1	-3	101
- CS(=O)(=O)N1N=C(c2ccco2)CC1c1ccccc1 (stereo not drawn)
 : 0.0	96	-16	0	102	-6	-8	-15	-12	-6	98
- CC(=O)c1nnn(-c2ccc([N+](=O)[O-])cc2)c1C
 : 0.3	101	-4	5	104	-1	-2	-3	-1	0	105
- O=C(CSc1nnc(CNC(=O)c2ccccc2F)o1)c1ccc(Cl)cc1
 : 1.0	102	0	10	100	-2	-2	1	-1	0	98

# A draw from above in order of heavy-atom count, highest first.
# Each structure is followed by: ABCB1 inh	RGS4-Gao reg	Bim-Bfl-1	ABCG2 block	RGS8-Gao reg	Bim-Mcl-1	Bim-Bcl-W	Bcl-XL Bim block	Bim-Bcl-B	Bim-Bcl-2	RGS7-Gao reg
- O=c1[nH]c2cc3c(cc2cc1CN(Cc1cccnc1)C(=S)NCc1ccco1)OCO3
 : 0.6	99	3	3	98	-1	0	-4	-11	-1	96
- CC(=O)N(C)c1ccc(NS(=O)(=O)c2cc(Cl)ccc2Cl)cc1
 : 0.2	102	0	0	96	0	0	-1	-1	-4	98
- COC(=O)Cn1c(=NC(=O)CSC(C)=O)sc2ccccc21
 : 0.5	101	-11	1	101	-1	0	-6	-8	-10	99
- C/C(N)=C(/C#N)C(=O)CSc1nnnn1-c1ccccc1
 : 0.2	104	0	1	102	-2	0	0	-1	-2	96
- CS(=O)(=O)N1N=C(c2ccco2)CC1c1ccccc1 (stereo not drawn)
 : 0.0	96	-16	0	102	-6	-8	-15	-12	-6	98
- C=CCNC(=S)Nc1ccc2nc(C)c(C)nc2c1
 : 0.3	98	-9	4	100	-9	-7	-10	-7	-4	99
- CCCCOC(=O)c1cccc(NC(=O)CC)c1
 : 0.0	101	-6	2	102	-3	-5	-4	-9	-7	99

# (continued)
# Each structure is followed by: ABCB1 inh	RGS4-Gao reg	Bim-Bfl-1	ABCG2 block	RGS8-Gao reg	Bim-Mcl-1	Bim-Bcl-W	Bcl-XL Bim block	Bim-Bcl-B	Bim-Bcl-2	RGS7-Gao reg
- CCn1c(COc2cccc(OC)c2)nnc1SCC(=O)N1CCOCC1
 : 0.4	97	-6	2	100	0	2	-6	-5	-3	101
- CSCCC1NC(=O)N(CC(=O)Nc2ccc(N3CCCCC3)cc2)C1=O (stereo not drawn)
 : -0.1	100	0	-1	109	-4	0	-1	-1	-7	104
- Cn1c(SCC(=O)c2cc3ccccc3o2)nnc1-c1ccccc1
 : -0.1	95	2	1	95	-8	-6	-6	-28	-4	98
- COC(=O)c1ccccc1NC=C1C(=O)OC2(CCCCC2)OC1=O
 : 0.6	95	-1	1	100	0	0	0	0	1	101
- COc1ccc2nc(C)cc(SCC(=O)N/N=C/c3ccc(O)cc3O)c2c1
 : -0.7	76	4	-1	83	12	15	25	15	5	65
- O=C(Nc1nc(-c2nc3ccccc3s2)cs1)c1ccc(S(=O)(=O)N2CCOCC2)cc1
 : -0.1	104	-8	0	100	-5	4	-2	-10	-13	99
- O=C(Oc1ccc2[nH]cc(CCN3C(=O)c4ccccc4C3=O)c2c1)c1ccco1
 : 0.5	103	-11	7	102	0	2	-6	-6	-10	102
- O=C(CSc1ccc(-c2ccco2)nn1)N1CCCC1
 : 1.5	103	0	5	103	0	1	-1	9	1	103
